Screens (PubChem)
PGC1a acetyl inh: lowers PGC1a acetylation signal in U2OS cells | AlphaScreen anti-acetyl-lysine; with virally co-expressed GCN5 acetyltransferase | inhibition, % at 15.6 µM | actives 0.17% (n = 350,000) | AID 651687;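 active means every replicate shows inhibition of at least 40%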;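 further: 0% = neutral control wells and 100% = positive control wells; some results beyond the cut were filed as inactive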
miR-122 sensor: inhibitors of miR-122 in Huh7 cells. activation (reporter increase), % at 12.5 µM. Huh7 miR-122 Renilla luciferase sensor, 48 h; neutral wells = 0, positive control = 100. AID 602342. actives 0.3% (n = 340,000);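 active means mean replicate activation score at least 90 and every replicate individually at or above 90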;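 further: higher luciferase means less miR-122 activity so hits act as miR-122 inhibitors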
Cneo AK release: Cryptococcus neoformans lysis via adenylate kinase release. C. neoformans lysis, adenylate kinase release luminescence, 4 h; normalised: neutral wells 0, clomiphene wells 100. lysis activity, % at 15 µM. actives 0.2% (n = 360,000);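 active means mean lysis activity across replicates of at least 80%, whatever share of replicates individually reach that level; inactive means mean lysis activity below 80%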
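Assay system: C. neoformans cells. Amount: yeast cell density of 5 × 10^6 cells/mL. Technique: AK luminescence. Buffer or medium: YPD. Times: static 4 h at 37 °C with compound, 1 h detection. Dosing: single-point compound dose. Read-out: lysis from increased AK signal.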
Starred values were filed as active, the others as inactive.

SMILES	PGC1a acetyl inh	miR-122 sensor	Cneo AK release
O=C(Nc1cccc(-c2nc3ccccc3o2)c1)c1ccc(N2C(=O)C3C4C=CC(C4)C3C2=O)cc1 (stereo not drawn)	1.7	-0.7	0.4
CCOC(=O)CNC(c1ccccc1)c1cc(Br)ccc1NC(=O)OCC (stereo not drawn)	-12.0	3.2	0.3
Cc1ccc(CN2CCN(/N=C/c3cc(Br)ccc3O)CC2)cc1	20.7	-3.2	-1.9
COc1ccccc1C(=O)N1CC2(C)CC1CC(C)(C)C2 (stereo not drawn)	-26.8	-2.0	1.2
COc1ccc(NC(=O)CSc2nnc(-c3cccs3)n2Cc2ccco2)cc1OC	-1.3	2.4	-2.5
Cc1cccc(N2C(=S)N=C(Nc3c(C)cccc3C)C23CCOC(C)(C)C3)c1 (stereo not drawn)	7.4	-4.1	-1.2
Cc1cc(O)c(C=O)c2c1C(=O)Oc1c(CO)c(O)c3c(c1O2)C(O)OC3=O (stereo not drawn)	9.9	-1.9	-3.2
O=C(Nc1ccccc1C(=O)NCc1ccco1)NC1CCCCC1	-15.5	23.0	0.9

Compound profiles, from the list above. Screens in order: PGC1a acetyl inh | miR-122 sensor | Cneo AK release
COc1ccccc1C(=O)N1CC2(C)CC1CC(C)(C)C2 (stereo not drawn) across the screens: -26.8 | -2.0 | 1.2
Cc1cccc(N2C(=S)N=C(Nc3c(C)cccc3C)C23CCOC(C)(C)C3)c1 (stereo not drawn) across the screens: 7.4 | -4.1 | -1.2

(cont.)
SMILES	PGC1a acetyl inh	miR-122 sensor	Cneo AK release
CSc1nsc(SCC(=O)N2CCN(c3ccccc3)CC2)n1	25.6	-1.7	-0.5
Cc1cccc(-c2cc3nc(C)cc(NCCCN(C)C)n3n2)c1	2.0	8.3	11.3
CC1(C)Cc2ccccc2C2CC(O)C(=O)N21 (stereo not drawn)	10.7	5.9	1.5
FC(F)(F)c1nc2ccccc2n2c(-c3ccc(Cl)cc3Cl)nnc12	-4.9	-17.2	0.0
O=C(CSc1ncnc2sc3c(c12)CCCCC3)NCc1ccco1	16.7	24.5	-1.2
CCOC(=O)N1CCC(NC(=O)C(NS(=O)(=O)c2ccc3c(c2)CCN3C(C)=O)C(C)C)CC1 (stereo not drawn)	-0.4	0.7	0.6
COc1ccc(N2C(=O)NC3CC2(C)Oc2ccccc23)cc1OC (stereo not drawn)	10.2	3.2	1.0
CCOC(=O)c1c(C)[nH]c(C(=O)OCC(=O)Nc2cc(Cl)ccc2OC)c1C	-5.8	0.8	-2.4

SMILES	PGC1a acetyl inh	miR-122 sensor	Cneo AK release
CS(=O)(=O)N1CCCC(C(=O)NCc2ccc(F)cc2Cl)C1 (stereo not drawn)	-3.9	-4.9	-0.6
O=C(O)C(c1ccccc1)C1(O)CCCC1 (stereo not drawn)	4.9	-1.6	-3.4
Cc1c(C(=O)N(C)C2CCCCC2)sc2ncnc(N3CCN(c4ccccc4F)CC3)c12	9.5	-9.2	-0.1
COC(=O)c1cccc(NC(=O)CN2CCN(Cc3ccccc3)CC2)c1	8.7	7.5	-3.4
COc1c(Cl)cc(Cl)cc1C(=O)Nc1ccc(NC(=O)c2cccs2)cc1	-13.4	-0.8	3.3
O=C(C1=C[C@H](c2coc3ccccc3c2=O)C[C@H](OCc2ccc(CO)cc2)O1)N1CCN(Cc2ccccc2)CC1	-6.3	-3.7	-4.2
COc1ccc(Cn2c(C3CC3)nc3ccc(NC(=O)c4ccco4)cc3c2=O)cc1	-14.6	-6.4	-2.3
CCn1c(SCC(=O)OCc2ccccc2)nc2c1c(=O)n(C)c(=O)n2C	0.8	-4.2	-1.7

SMILES	PGC1a acetyl inh	miR-122 sensor	Cneo AK release
CC(C)(Oc1ccc(Cl)cc1)C(=O)OCC(=O)N1CCCC1	-4.3	6.2	0.3
CCOC(=O)c1c(C)c(C#N)c2c3ccccc3ccn12	-2.0	-5.1	-0.7
CCOC(=O)CNc1nc(OCC#N)nc(N2CCOCC2)n1	2.3	-15.9	1.6
CCOc1ccc(S(=O)(=O)NCCOC)cc1C	2.4	6.2	-0.5
COc1ccc(CCNc2nc(C)cc(=O)[nH]2)cc1OC	5.8	1.3	0.4
COC(=O)CSc1nc(NC(C)C)nc(N2CCOCC2)n1	0.6	2.4	-0.3
CC1(C)CC(=O)C2=C(C1)Oc1nc3ccccc3cc1C2C(C#N)C#N (stereo not drawn)	5.8	-3.0	-2.3
CC(C)(C)OC(=O)N1CCC[C@H]1c1nnc(SCc2ccccc2Cl)o1	-11.4	17.5	-2.5

SMILES	PGC1a acetyl inh	miR-122 sensor	Cneo AK release
Cc1nc2cc(S(=O)(=O)N3CCC(C(=O)O)CC3)ccc2n1C1CCCC1	2.4	-3.4	-1.6
CCOc1ccc2[nH]c(=O)c(CN(Cc3cccs3)C(CC)c3nnnn3C(C)(C)CC)cc2c1 (stereo not drawn)	-2.9	-2.0	1.7
Cc1nc2ccccc2c2oc(C(=O)NCC3CCCO3)cc12 (stereo not drawn)	-0.3	-4.8	9.6
CCOC(=O)COc1ccc(S(=O)(=O)NCc2ccco2)cc1	2.4	-12.1	-0.6
Cc1cccc(NC(=O)CCN2CCN(C/C=C/c3ccccc3)CC2)c1	-41.0	-5.1	-0.9
Cc1ccccc1NC(=O)CC1SCCNC1=O (stereo not drawn)	-12.4	-5.3	20.0
O=C(c1ccc(N2C(=O)CCC2=O)cc1)N1CCN(c2ccccc2)CC1	8.2	2.4	6.3
CCN(CC)S(=O)(=O)c1ccc(Nc2nc3ccccc3n3nnnc23)cc1	-10.3	-7.4	0.2

SMILES	PGC1a acetyl inh	miR-122 sensor	Cneo AK release
COC(=O)C1=CN(C)C=C(C(=O)OC)C1c1ccccc1Cl	-7.8	0.2	2.9
CCOc1ccc(N(C)S(=O)(=O)c2ccc3[nH]cc(C(=O)NCC4CCCO4)c(=O)c3c2)cc1 (stereo not drawn)	8.5	3.4	-4.0
Cc1ccc(CNC(=O)c2ccccc2NC(=O)CSc2nnnn2C)cc1	2.7	0.8	-0.7
Oc1ccccc1-c1nc(NCc2ccco2)c2ccccc2n1	-16.1	4.0	5.9
C=CCn1c(SCC(=O)N2CCN(C(=O)c3ccco3)CC2)nc2sc(CC)cc2c1=O	12.6	-2.4	2.3
O=S(=O)(c1ccccc1C(F)(F)F)N1CCN(S(=O)(=O)c2ccccc2C(F)(F)F)CC1	5.2	1.6	-0.1
NC(=O)C1(N2CCCCC2)CCN(C(=O)c2cccn3c(=O)c4cc(Cl)ccc4nc23)CC1	1.5	0.1	7.2
CCOC(=O)c1sc2nc(C)cc(C)c2c1NC(=O)c1ccco1	-0.5	-5.0	-2.1

SMILES	PGC1a acetyl inh	miR-122 sensor	Cneo AK release
C=CCNc1nc(N2CCOCC2)nc(N2CCOCC2)n1	-7.0	-6.9	-2.3
Nc1nc(C2CC(=O)OC23CCCCC3)cs1 (stereo not drawn)	5.5	4.8	-7.1
Cn1nnnc1Sc1ncnc2scc(-c3cccs3)c12	-37.8	-2.3	-1.1
O=c1cc(CSc2nc3cc(Cl)ccc3o2)nc2sccn12	1.4	-0.1	0.5
CCOc1ccc(N2CC(C(=O)NCc3cccc(C)c3)CC2=O)cc1 (stereo not drawn)	3.7	7.2	-3.6
N=c1ncn(CC(O)CO)c2nc(N3CCOCC3)[nH]c12 (stereo not drawn)	-10.0	5.9	-2.9
Cc1cc(C(C)(C)C)cc(S(=O)(=O)NCCO)c1C	0.7	93.4*	-1.5
C=CCn1c(-c2ccc(OC)cc2)csc1=Nc1c(C)n(C)n(-c2ccccc2)c1=O	1.5	-1.3	1.3

SMILES	PGC1a acetyl inh	miR-122 sensor	Cneo AK release
Cc1sc(NC(=O)c2cc3ccccc3oc2=O)c(C(=O)OC(C)C)c1-c1ccccc1	0.4	-5.2	2.6
Cc1cc(N2C(=O)C3CC=CCC3C2=O)cc(C)c1Br (stereo not drawn)	-5.0	0.7	4.4
CCOc1ccc(C2=CC(c3ccccc3)n3ncnc3N2)cc1 (stereo not drawn)	-16.0	5.0	0.1
CCOC(=O)C1=C(CSc2nc3c(cc2C#N)CN(C)CC3)OC(N)=C(C#N)C1c1ccccc1 (stereo not drawn)	8.4	1.5	-4.0
O=S(=O)(NCCCCCNS(=O)(=O)c1ccc(F)cc1)c1ccc(F)cc1	-1.1	4.1	-1.5
COc1ccc(CNC(N)=O)cc1OC	-12.1	0.1	-0.9
C=CCOc1cccc(C2/C(=C(/O)c3ccc(C)cc3)C(=O)C(=O)N2CCN2CCOCC2)c1 (stereo not drawn)	-1.2	2.5	3.1
CCCCN1C(=O)c2ccc(C(=O)Nc3c(N)n(CCCC)c(=O)n(C)c3=O)cc2C1=O	-22.3	8.0	0.2

SMILES	PGC1a acetyl inh	miR-122 sensor	Cneo AK release
CCn1c(=O)n(CC(=O)NC2CCCC(C)C2C)c(=O)c2ccccc21 (stereo not drawn)	0.4	-7.6	4.0
COc1ccc(-c2nnc3sc(C4CCCCC4)nn23)cc1OC	9.5	-21.2	-0.9
Cc1ccccc1N1C(=O)C(Cl)=C(N2CCN(c3ccccc3)CC2)C1=O	-1.1	-1.3	-2.5
CC1(C)Cc2nc3sc4c(SCC(=O)NCc5ccco5)ncnc4c3cc2CO1	-8.0	84.3	-5.5
COc1ccc(-c2csc(Nc3ncccc3C)n2)cc1OC	-7.0	5.1	1.3
Cc1ccc(-c2c(C)c(-c3ccc(F)cc3)nc(N)c2C#N)o1	5.8	-2.3	8.1
CN1C(=S)SC(/[N+]([O-])=C\c2ccco2)C1(C)C (stereo not drawn)	-2.3	2.8	-0.4
CCCCCCn1c(NCC)nc2c1c(=O)n(C)c(=O)n2C	16.5	-22.9	1.8

A draw from above in order of length of the SMILES, rising:
SMILES	PGC1a acetyl inh	miR-122 sensor	Cneo AK release
COc1ccc(CNC(N)=O)cc1OC	-12.1	0.1	-0.9
Nc1nc(C2CC(=O)OC23CCCCC3)cs1 (stereo not drawn)	5.5	4.8	-7.1
Cn1nnnc1Sc1ncnc2scc(-c3cccs3)c12	-37.8	-2.3	-1.1
COc1ccc(-c2csc(Nc3ncccc3C)n2)cc1OC	-7.0	5.1	1.3
Cc1cc(C(C)(C)C)cc(S(=O)(=O)NCCO)c1C	0.7	93.4*	-1.5
Cc1cc(N2C(=O)C3CC=CCC3C2=O)cc(C)c1Br (stereo not drawn)	-5.0	0.7	4.4
CCOc1ccc(C2=CC(c3ccccc3)n3ncnc3N2)cc1 (stereo not drawn)	-16.0	5.0	0.1
CN1C(=S)SC(/[N+]([O-])=C\c2ccco2)C1(C)C (stereo not drawn)	-2.3	2.8	-0.4
Cc1ccc(-c2c(C)c(-c3ccc(F)cc3)nc(N)c2C#N)o1	5.8	-2.3	8.1
CCn1c(=O)n(CC(=O)NC2CCCC(C)C2C)c(=O)c2ccccc21 (stereo not drawn)	0.4	-7.6	4.0
CC1(C)Cc2nc3sc4c(SCC(=O)NCc5ccco5)ncnc4c3cc2CO1	-8.0	84.3	-5.5
Cc1sc(NC(=O)c2cc3ccccc3oc2=O)c(C(=O)OC(C)C)c1-c1ccccc1	0.4	-5.2	2.6
CCCCN1C(=O)c2ccc(C(=O)Nc3c(N)n(CCCC)c(=O)n(C)c3=O)cc2C1=O	-22.3	8.0	0.2
CCOC(=O)C1=C(CSc2nc3c(cc2C#N)CN(C)CC3)OC(N)=C(C#N)C1c1ccccc1 (stereo not drawn)	8.4	1.5	-4.0

More structures follow:
SMILES	PGC1a acetyl inh	miR-122 sensor	Cneo AK release
CCOC(=O)c1cnc2ccc(C)cc2c1Sc1ccccc1C(=O)OC	-8.8	1.0	-0.7
CCOc1ccc(Cl)cc1S(=O)(=O)n1cnc2ccccc21	15.1	19.6	-0.5
CCN1CCN(CNC(=O)c2cnccn2)CC1	-3.2	0.2	0.8
O=C1C2CCCN2c2ccc(S(=O)(=O)N3CCOCC3)cc2N1Cc1ccccc1F (stereo not drawn)	17.5	-11.9	-0.1
CCOC(=O)c1ccc(N/C=C/C(=O)c2ccc(OC)c(OC)c2)cc1	-19.1	7.2	1.6
CCOC(=O)Cc1nnc2c(Nc3ccccc3F)nc3nonc3n12	-4.6	0.7	0.6
CCOC(=O)c1nnn(-c2nonc2N)c1CNC(C)C	16.0	4.0	3.9
Cc1ccccc1NC(=O)N(C(C)C)C(C)C	-1.7	-0.7	0.3

SMILES	PGC1a acetyl inh	miR-122 sensor	Cneo AK release
CC1CCCN(C(=O)c2ccc(COc3ccccc3Br)cc2)C1 (stereo not drawn)	-10.5	-2.6	2.4
Cc1cc(NC(=O)c2ccc(NC(=O)C(C)C)cc2)no1	25.3	1.0	1.1
CC(C)(O)c1nnn(-c2ccccc2)c1C(F)(F)F	3.2	-2.4	2.6
CCOc1ccc2[nH]c(=S)[nH]c2c1	6.8	8.1	2.3
CCOC(=O)c1c(C)nc2sc3c(=O)n(-c4ccc(OC)cc4)nnc3c2c1-c1ccc(OC)cc1	-18.7	4.4	-2.4
c1ccc(SCc2nc(-c3ccccn3)no2)cc1	3.1	-5.7	-0.1
CSc1nc(N)nc(-c2cccs2)c1C#N	7.1	-8.7	0.2

Some of the compounds tested; the hit share may differ from the screen's.
